# Screening results deposited in PubChem BioAssay by National Center for Advancing Translational Sciences (NCATS).
# IL-2 act: activators of IL-2; IL-2 activation reporter assay, cell-based qHTS; stimulated with anti-CD3/CD4/CD28 beads; in transgenic mouse T cells; activation, % (series mostly up to about 46 µM); actives 0.065% (n = 360,000); in the data active means activation above about 50%; inconclusive means mostly about 30% to 49%; further: 0% is about no effect
#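 EGFP and DsRed fluorescence is measured by plate cytometry in unstimulated transgenic mouse T cells exposed to compound for 60 minutes, then stimulated 18 hours at 37 degrees C with anti-CD3/anti-CD4 beads plus anti-CD28.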
# CCT modulator: cytosolic chaperonin activity modulation; purified chaperonin ATPase assay, HTRF ADP detection, 30 min; activity change, % (no concentration beside the values), hits read low; actives 0.3% (n = 360,000); AID 651819; in the data active means activity change below about -30%; further: on the % scale 0 is the no-effect control and ±100 the full control effect
#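 TRiC at 40 or 20 nM final (batch-dependent) in 30 mM Tris pH 7.4, 100 mM KCl, 5 mM MgCl2, 1 mM DTT, with compound at single 76 uM and 10 uM ATP, 30 min at 37 deg C. ADP detected by HTRF Transcreener, 665/615 ratio.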
# EPAC1 antagonist: antagonists of human EPAC1; actives 0.14% (n = 360,000); Potency, µM (highest dose often 115 µM), without a hit: at the top dose activity change, negative = inhibition, actives largely listed as inhibitors; EPAC1 GEF assay, Rap1b-BODIPY-GDP exchange fluorescence; AID 720709;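 further: potency means the concentration at half of the fitted maximal effect; plate controls were vehicle for no effect and positive control for full effect; nearly all actives have a fitted effect of over 50% in size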
# WRN helicase inh: blocks human WRN helicase | Q14191 | WRN helicase unwinding, fluorescent forked duplex, kinetic | actives 0.46% (n = 360,000) | Potency, µM (titrated, usually from 114 µM), for the others: top-dose activity change, negative = inhibition, hits mostly inhibitors; further: potency means the concentration at half of the fitted maximal effect; on the % scale 0 is the no-effect control and ±100 the full control effect; nearly all actives have a fitted effect of over 55% in size
#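 Kinetic fluorescence helicase assay: unwinding of a quenched forked DNA duplex (100 nM final) with 2 mM ATP final raises red fluorescence (525/598 nm). Compounds sat 15 min at room temperature with 20 nM WRN beforehand.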
# EPAC2 agonist: agonists of human EPAC2 (RAPGEF4). Q8WZA2. EPAC2 activation, biochemical qHTS; response scale: 100% = 6.5 mM cAMP response. Potency, µM (doses to about 154 µM), for the others: at the highest dose activation, usual class: activators. actives 0.079% (n = 360,000). AID 720711; further: potency means the concentration at half of the fitted maximal effect; nearly all actives have a fitted effect of over 50% in size
#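 Fluorescence exchange assay: 100 nM EPAC2 with 250 nM RAP1B-BODIPY-GDP and 50 uM GDP; compounds tested as a concentration-titration series (qHTS). Loss of Rap1-bound BODIPY-GDP fluorescence read at 480/540 nm; data normalized to 6.5 mM cAMP.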
# PLK1 PBD inh: PLK1 (human) polo-box domain binding inhibition; AID 720504; actives 2.8% (n = 360,000); Potency, µM, for the others: max response, negative = inhibition, most hits filed as inhibitors; P53350; Plk1 PBD binding of FITC phosphopeptide, fluorescence polarization; further: potency means the concentration at half of the fitted maximal effect; series mostly up to about 57 µM; on the % scale 0 is the no-effect control and ±100 the full control effect; nearly all actives have a fitted effect of over 65% in size
# Target sequence (P53350 whole entry, looked up, the tested form may be a part): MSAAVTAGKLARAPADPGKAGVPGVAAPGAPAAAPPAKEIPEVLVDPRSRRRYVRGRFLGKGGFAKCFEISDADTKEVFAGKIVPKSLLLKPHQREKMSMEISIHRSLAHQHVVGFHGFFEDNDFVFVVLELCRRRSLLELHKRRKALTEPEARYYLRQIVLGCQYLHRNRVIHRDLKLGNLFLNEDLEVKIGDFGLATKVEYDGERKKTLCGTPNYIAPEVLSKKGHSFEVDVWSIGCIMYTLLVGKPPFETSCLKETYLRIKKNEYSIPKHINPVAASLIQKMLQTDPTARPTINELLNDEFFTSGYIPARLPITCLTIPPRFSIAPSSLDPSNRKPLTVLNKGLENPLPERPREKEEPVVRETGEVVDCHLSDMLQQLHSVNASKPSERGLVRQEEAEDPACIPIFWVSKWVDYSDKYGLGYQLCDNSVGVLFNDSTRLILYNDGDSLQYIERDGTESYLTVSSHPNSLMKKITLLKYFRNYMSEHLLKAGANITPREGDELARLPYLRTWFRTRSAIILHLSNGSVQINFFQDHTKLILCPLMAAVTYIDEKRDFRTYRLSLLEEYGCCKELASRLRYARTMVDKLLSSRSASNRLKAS
# PI5P4K alpha inh: inhibitors of human PI5P4K alpha. actives 1.2% (n = 330,000). PI5P4Kalpha enzyme, ADP-Glo luminescence, 60 min; stronger effect = lower value. max response, %. P48426; active means max response of -50% or lower; inconclusive means between -30% and -50%; inactive means -30% or higher; further: value at the top dose of about 77 µM; on the % scale 0 is the no-effect control and ±100 the full control effect
# Target sequence (P48426 whole entry, looked up): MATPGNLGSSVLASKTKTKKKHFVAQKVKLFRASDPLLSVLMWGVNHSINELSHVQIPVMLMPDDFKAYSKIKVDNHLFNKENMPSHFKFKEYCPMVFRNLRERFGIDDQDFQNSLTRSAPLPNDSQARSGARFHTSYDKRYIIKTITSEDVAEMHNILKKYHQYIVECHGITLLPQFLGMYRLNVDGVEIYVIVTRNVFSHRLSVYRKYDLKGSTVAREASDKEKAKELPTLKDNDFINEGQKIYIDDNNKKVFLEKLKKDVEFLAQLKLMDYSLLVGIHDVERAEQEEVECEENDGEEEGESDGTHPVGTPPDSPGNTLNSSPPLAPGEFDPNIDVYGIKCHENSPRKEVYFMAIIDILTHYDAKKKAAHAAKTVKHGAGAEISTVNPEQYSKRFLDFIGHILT
#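 Enzyme plus substrate dispensed, test compounds pinned in, then ATP (5 microM final) added. After 60 min at RT, ADP-Glo reagent 1 for 45 min and reagent 2 for 30 min preceded luminescence imaging.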
# EPAC1 ag: activates human EPAC1 exchange factor. O95398. EPAC1 agonist qHTS, biochemical assay; response scale: 100% = response to 6.5 mM cAMP. Potency, µM (series often up to 154 µM), for inactives: at the top dose activation, usual class: activators. actives 0.073% (n = 360,000). AID 720707; further: potency means the concentration at half of the fitted maximal effect; nearly all actives have a fitted effect of over 60% in size
#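 Fluorescent GDP-exchange assay: 100 nM EPAC1 with 250 nM Rap1B preloaded with BODIPY-GDP and 50 uM GDP; compounds tested as concentration series, 5 min at room temperature, then read every 5 min for 30 min (ex 480/em 540 nm); normalized to 6.5 mM cAMP.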
# * hit, by the source's call; u = inconclusive; x = no result given; & = joins results of further samples; [ ] = remark or other dose. Unless noted, the call rests on the fitted dose curve; in most records, active means well fitted curve in the direction sought with a large enough effect; inconclusive means small, poorly fitted or top-dose-only effect, or another doubt; inactive means no such curve, though single readings can be large; an effect the other way counts as inactive or inconclusive. A portion of the library; count on the stated rates, not on these rows.
# Preview, three compounds:
structure | IL-2 act | CCT modulator | EPAC1 antagonist | WRN helicase inh | EPAC2 agonist | PLK1 PBD inh | PI5P4K alpha inh | EPAC1 ag
CC1=CC(=C2C(=O)NC(=S)NC2=O)C=C(C(F)(F)F)N1C | -0.3 | 1.3 | -2% | -17% | 1% | -7% | u | 9%
C[N+]1(C)[C@@H]2CC(OC(=O)[C@H](CO)c3ccccc3)C[C@H]1[C@@H]1O[C@@H]12 (stereo partly drawn) | 0.2&1.9 | -1.2&-0.2 | 5%&8% | 1%&-1% | 9%&6% | -14%&-17% | 3&-10 | -8%&-12%
CCOCCCNC(=O)C1c2cc(OC)c(OC)cc2C(=O)N2CCCCC12 (stereo not drawn) | 0.0 | 2.9 | 10% | 7% | -6% | -17% | 5 | 0%

# Main list (from the top)
structure | IL-2 act | CCT modulator | EPAC1 antagonist | WRN helicase inh | EPAC2 agonist | PLK1 PBD inh | PI5P4K alpha inh | EPAC1 ag
CC1=CC(=C2C(=O)NC(=S)NC2=O)C=C(C(F)(F)F)N1C | -0.3 | 1.3 | -2% | -17% | 1% | -7% | u | 9%
C[N+]1(C)[C@@H]2CC(OC(=O)[C@H](CO)c3ccccc3)C[C@H]1[C@@H]1O[C@@H]12 (stereo partly drawn) | 0.2&1.9 | -1.2&-0.2 | 5%&8% | 1%&-1% | 9%&6% | -14%&-17% | 3&-10 | -8%&-12%
CCOCCCNC(=O)C1c2cc(OC)c(OC)cc2C(=O)N2CCCCC12 (stereo not drawn) | 0.0 | 2.9 | 10% | 7% | -6% | -17% | 5 | 0%
CCCC(C)n1[nH]c(=O)c2c1NC(=O)CSC2c1ccc(OC)c(OC)c1 (stereo not drawn) | -3.7 | 1.4 | 0% | -1% | -7% | -5% | x | 10%
CC(C)(C)CC(=O)Nc1nnc(SCC(=O)NCc2cccs2)s1 | 0.2 | -2.4 | -11% | -3% | 2% | u | -2 | 3%
CC(C)(C)C(=O)Cn1c(NCCCl)nc2ccccc21 | -0.5 | -1.7 | -26% | -21% | 2% | -14% | 7 | 12%
Cc1cccc([N+](=O)[O-])c1 | 0.4 | 1.4 | 12% | 10% | 3% | -3% | 3 | -9%
CC(=O)OC1N=C(c2ccccc2Cl)c2cc(Br)ccc2NC1=O (stereo not drawn) | 0.9 | 0.5 | 11% | -15% | 14% | -4% | -8 | 2%
CCN(CC)c1ccc(NC(=O)c2cccc(C)c2)cc1S(=O)(=O)Nc1ccccc1OC | 1.6 | -4.1 | -7% | u | 6% | 3µM* | u | -7%
O=c1[nH]c(=O)n(C2CCCCC2)c(O)c1C1NCCc2ccccc21 (stereo not drawn) | 1.9 | -0.6 | 2% | -14% | 9% | 0% | -8 | 0%
COc1ccc2[nH]c3c(c2c1)CCNC3C (stereo not drawn) | -2.6 | 3.8 | 0% | 9% | -4% | -6% | 8 | -7%
Cc1ccc(-c2nc(N3CCOCC3)s[n+]2-c2ccccc2)cc1 | 1.2 | -1.6 | -21% | u | 8% | 6µM* | -69* | 2%
CCCC(C)c1nnc(NC(=O)CCS(=O)(=O)c2ccccc2)s1 (stereo not drawn) | -1.0 | 0.4 | 1% | -29% | 2% | 4.7µM* | -22 | 3%
C[C@H](NC(=O)N1C[C@H]2C[C@@H](C1)c1cccc(=O)n1C2)C(=O)Nc1ccc(F)c(F)c1 | 0.0 | -14 | -8% | -7% | -1% | 6% | 1 | -12%
Cc1ccc(C2CC3CCC(C2)N3Cc2ccccc2F)cc1 (stereo not drawn) | -1.0 | 2.9 | -2% | -6% | 5% | 8% | -2 | 3%
COc1ccc2c(c1)c(C(=O)O)c(C)n2C(C)C | 0.7 | 0.6 | -13% | -6% | 5% | -4% | -1 | 5%
C/C(=N\Nc1ccccc1)c1c(O)n(-c2ccccc2)c(=O)[nH]c1=O | -1.5 | 2.3 | 10% | 6% | -8% | 4% | -2 | 4%
CN(N)N=Nc1nc2c([nH]1)c(=O)n(C)c(=O)n2C | 0.6 | -3.1 | -11% | -34% | 11% | -28% | 2 | 11%
CC1=NN(c2ccccc2)C(=O)C1/C=C1/C(=O)NC(=O)N(c2cc(C)cc(C)c2)C1=O (stereo not drawn) | -0.6 | -5.9 | -4% | -25% | -40%[inhibitor] | -17% | -3 | 1%
Cc1nc2ccccc2c(=O)n1-c1ccccn1 | 0.3 | 0.8 | -8% | 9% | 6% | -14% | 12 | -1%
CCn1cc(C(=O)N2CCCCC2)c2ccccc21 | -2.4 | -0.1 | 4% | 5% | -5% | -1% | 1 | 12%
CN=C(SCc1ccccc1)c1c(O)n(C)c(=O)n(C)c1=O | -1.7 | -3.4 | -9% | -2% | 8% | -15% | -1 | 1%
OC(CCNCCc1c[nH]c2ccccc12)C(F)(F)Cl (stereo not drawn) | -2.7 | 2.1 | -15% | -11% | 0% | 2% | 1 | 5%
Cc1csc(=N)n1Cc1ccccc1 | -0.3 | -1.8 | -6% | -35% | 4% | -1% | -4 | 3%
CCC(=O)c1ccc(OC)c(OC)c1 | -0.5 | -2.1 | -11% | -6% | -1% | -12% | 8 | -12%
O=C(Nc1ccc(Cl)cc1C(=O)c1ccccc1)c1ccco1 | -2.6 | -1.8 | -7% | -6% | 22% | -5% | 5 | 10%
NC1(C(=O)O)CCCc2ccc(N(CCCl)CCCl)cc21 (stereo not drawn) | -0.3 | -1.9 | -2% | -1% | 12% | -10% | -2 | 14%
CCCSP1(=S)NCCCO1 (stereo not drawn) | 0.6 | -0.2 | 4% | 0% | -9% | -2% | -2 | -14%
CC/C(=N\NC(=O)Nc1ccccc1)c1c(O)n(Cc2ccccc2)c(=O)[nH]c1=O | 1.2 | -3.6 | 11% | -29% | -7% | 0% | u | 1%
O=C(O)COc1ccccc1/C=C1\C(=O)NC(=O)N(CCC2=CCCCC2)C1=O | 0.9 | 0.3 | 14% | 40µM* | 2% | 12µM* | -24 | -4%
CCOC(=O)CSCCOc1ccc(C=C2C(=O)NC(=O)NC2=O)cc1OC | -0.5 | 0.7 | -3% | u | 10% | 8.4µM* | u | 6%
Cc1nn(Cc2ccccc2)c(Cl)c1C(=O)Nc1ccc(OC(F)(F)F)cc1 | -0.9 | 1.3 | -5% | 5% | -5% | 3% | 2 | -13%
COc1ccc(CCNCc2ccc(C)s2)cc1OC | 0.4 | -2.9 | -8% | 9% | 18% | -5% | -5 | 6%
CCC(=O)OC1CCC2C3CCC4CC(=O)C=CC4(C)C3CCC12C (stereo not drawn) | -0.8 | 1.6 | 9% | 3% | 6% | -6% | 13 | 6%
O=C1c2ccccc2-n2nnc(-c3ccccc3)c2C2c3ccccc3CCN12 (stereo not drawn) | 0.0 | 1.6 | -1% | -4% | 0% | -17% | 8 | 3%
CC(=NCCN1CCCCC1)c1c(O)n(-c2ccccc2)c(=O)[nH]c1=O | -3.5 | -3.3 | 3% | -7% | 5% | -6% | 2 | 7%
COC12CCC3(CC1C(C)(O)C(C)(C)C)[C@H]1Cc4ccc(OC5OC(C(=O)O)[C@@H](O)C(O)[C@H]5O)c5c4[C@@]3(CCN1CC1CC1)C2O5 (stereo partly drawn) | 0.0 | -2.9 | -18% | 2% | 3% | -16% | 1 | -14%
c1ccc(-c2ccncc2)cc1 | -0.5 | -1.4 | -8% | -3% | 4% | -8% | -13 | 12%
O=C(COC(=O)Cc1ccccc1)NC(=O)NC1CCCCC1 | 0.5 | -3.2 | -18% | -12% | 7% | -2% | 1 | -10%
O=C1NCN(c2ccccc2)C12CCN(C(c1ccnc3ccccc13)c1nnnn1C1CCCC1)CC2 (stereo not drawn) | 0.1 | -0.2 | 7% | 5% | 1% | -1% | 4 | -2%

# 6 records drawn at random from the list so far:
structure | IL-2 act | CCT modulator | EPAC1 antagonist | WRN helicase inh | EPAC2 agonist | PLK1 PBD inh | PI5P4K alpha inh | EPAC1 ag
O=C(COC(=O)Cc1ccccc1)NC(=O)NC1CCCCC1 | 0.5 | -3.2 | -18% | -12% | 7% | -2% | 1 | -10%
CCC(=O)OC1CCC2C3CCC4CC(=O)C=CC4(C)C3CCC12C (stereo not drawn) | -0.8 | 1.6 | 9% | 3% | 6% | -6% | 13 | 6%
O=C1NCN(c2ccccc2)C12CCN(C(c1ccnc3ccccc13)c1nnnn1C1CCCC1)CC2 (stereo not drawn) | 0.1 | -0.2 | 7% | 5% | 1% | -1% | 4 | -2%
c1ccc(-c2ccncc2)cc1 | -0.5 | -1.4 | -8% | -3% | 4% | -8% | -13 | 12%
CC(=NCCN1CCCCC1)c1c(O)n(-c2ccccc2)c(=O)[nH]c1=O | -3.5 | -3.3 | 3% | -7% | 5% | -6% | 2 | 7%
COc1ccc(CCNCc2ccc(C)s2)cc1OC | 0.4 | -2.9 | -8% | 9% | 18% | -5% | -5 | 6%

# Following part
structure | IL-2 act | CCT modulator | EPAC1 antagonist | WRN helicase inh | EPAC2 agonist | PLK1 PBD inh | PI5P4K alpha inh | EPAC1 ag
CC(C)(C)c1ccc(CN2C(=O)CN=C(c3ccccc3)c3ccccc32)cc1 | -1.1 | -2.5 | -14% | -15% | -2% | -1% | x | -1%
O=C(CCc1ccccc1)N1Cc2cc(-c3cccc(F)c3)ccc2-n2nncc2C1 | 0.3 | -0.4 | -5% | 0% | 5% | -2% | 0 | 2%
N#CCP(=S)(c1ccccc1)c1ccccc1 | -1.3 | -2.2 | -12% | 2% | -3% | -6% | 6 | -2%
C[N+]1([O-])[C@@H]2CC(OC(=O)[C@H](CO)c3ccccc3)C[C@H]1[C@@H]1O[C@@H]12 (stereo partly drawn) | -0.1 | -2.2 | 2% | 1% | -4% | 2% | -59* | -12%
c1ccc2nc(N3CCNCC3)ccc2c1 | 0.0&1.0 | -1.6&-2.3 | 0%&-11% | -1%&-3% | 6%&6% | -15%&-3% | -1&19 | -4%&-5%
COc1ccc(C(=O)C2CN(C)CC2c2ccc(Cl)cc2)cc1 (stereo not drawn) | -0.6 | -1.2 | -5% | -3% | 1% | 4% | 6 | -6%
N=Cc1c(O)n(-c2ccccc2)c(=O)n(-c2ccccc2)c1=O | -0.1 | 7.2 | -8% | 6% | 7% | -5% | -6 | 3%
CN1CCN(C(=O)Cc2nc3ccccc3[nH]2)CC1 | 0.4 | -2.1 | -12% | 2% | 13% | -2% | -4 | 8%
CC1=C(C)CC2(C(=O)NC(=O)NC2=O)C(C)C1 (stereo not drawn) | -3.5 | -1.0 | 5% | 3% | -3% | 0% | 0 | -8%
